Y pestis TopoI: Y. pestis Topo-I inhibition via cleavage products. Y. pestis Topo-I cleavage product accumulation, plate reader. activity, % at 10 µM. 0.064% of 360,000 active; in the data active = activity above about 50%, passing the limit was not always enough; inconclusive = no clear call, values can overlap the other calls; also: inactives centre near 2
PriA SSB inh: blocks PriA binding to SSB C-terminal tail | 0.6% of 430,000 active | AID 1272365 | inhibition, % at 33 µM | AlphaScreen SSBct-PriA binding, biotinylated peptide; in the data active = inhibition mostly above about 37%, no sharp cut-off; inactive = mostly below about 20%;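 also: plate controls were negative control peptide for no effect and reference peptide for full effect; strong numbers were not always called active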
PfHsp40 yeast: restores yeast growth despite PfHsp40 toxicity; 0.68% of 340,000 active; S. cerevisiae expressing PfHsp40, growth rescue, ATP luminescence; AID 504582; growth rescue, % at 12.5 µM; in the data active = growth rescue above about 28%, passing the limit was not always enough; inconclusive = no clear call, values can overlap the other calls;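 also: yeast W303a lacking pdr1 and pdr3 grown in galactose medium; growth measured after three days at 30 °C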
TcdB GH inh: blocks C. difficile toxin B glycohydrolase activity. P18177. TcdB glycohydrolase enzymatic assay, plate reader. inhibition, % at 9.99 µM. 0.24% of 350,000 active; in the data active = inhibition above about 10%
3CLpro inhibitor: SARS-CoV 3CLpro protease inhibition; 0.14% of 290,000 active; recombinant SARS-CoV 3CLpro, quenched FRET peptide cleavage; AID 1706; inhibition, % at 6 µM; P0C6X7; in the data active = inhibition above about 12%
PrPC TRFRET: inhibitors of human cell surface prion protein PrPC; inhibition, % at 13.8 µM; TR-FRET read-out; 0.43% of 370,000 active; P04156; AID 720596; in the data active = inhibition above about 24%; also: 0% = median of the test wells and 100% = reference compound wells
BoNT-A LC inh2: BoNT A light chain protease inhibition. multiplex microsphere protease substrate cleavage, flow cytometry. inhibition, % at 10 µM. 0.17% of 360,000 active. AID 588499; also: plate controls were buffer without enzyme for full effect and enzyme alone for no effect
Anthrax LF inh2: anthrax lethal factor protease inhibition; 0.12% of 360,000 active; inhibition, % at 10 µM; multiplex microsphere protease cleavage assay, LF; also: plate controls were buffer without enzyme for full effect and enzyme alone for no effect
Target sequence (P15917 whole entry, looked up): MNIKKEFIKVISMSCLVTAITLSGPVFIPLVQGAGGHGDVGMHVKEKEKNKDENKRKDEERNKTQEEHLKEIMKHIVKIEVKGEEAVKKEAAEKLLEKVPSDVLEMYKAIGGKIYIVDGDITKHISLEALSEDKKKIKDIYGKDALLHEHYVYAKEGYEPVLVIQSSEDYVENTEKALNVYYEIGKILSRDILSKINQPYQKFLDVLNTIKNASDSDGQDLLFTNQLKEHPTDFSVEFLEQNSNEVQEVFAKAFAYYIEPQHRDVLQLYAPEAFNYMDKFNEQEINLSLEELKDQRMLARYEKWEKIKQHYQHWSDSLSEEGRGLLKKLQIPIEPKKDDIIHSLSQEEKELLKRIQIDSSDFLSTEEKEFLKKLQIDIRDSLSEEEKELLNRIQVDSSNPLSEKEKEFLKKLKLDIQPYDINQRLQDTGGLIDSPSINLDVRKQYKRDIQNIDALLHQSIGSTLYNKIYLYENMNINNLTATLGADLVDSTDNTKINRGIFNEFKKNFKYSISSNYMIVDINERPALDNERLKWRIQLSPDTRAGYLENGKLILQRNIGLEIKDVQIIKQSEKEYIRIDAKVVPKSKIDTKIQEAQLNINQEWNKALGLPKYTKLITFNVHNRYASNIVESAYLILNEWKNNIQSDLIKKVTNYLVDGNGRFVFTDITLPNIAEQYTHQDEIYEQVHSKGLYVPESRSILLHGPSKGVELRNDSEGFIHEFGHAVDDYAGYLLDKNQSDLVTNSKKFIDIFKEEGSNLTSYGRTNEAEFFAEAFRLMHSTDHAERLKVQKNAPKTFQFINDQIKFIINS
Vc quorum ag: inducers of Vibrio cholerae quorum light production without autoinducers. 0.16% of 350,000 active. activation, % at 18.7 µM. V. cholerae BH1578 lux reporter, luminescence, 6 h; in the data active = activation mostly above about 9.7%, no sharp cut-off; inconclusive = no clear call, values can overlap the other calls; inactive = mostly below about 3.7%; also: not every result past the cut was called active; inactives centre near 0; reference of the scale not given here
* hit, by the source's call; i = inactive; ? = inconclusive; nt = no result given; & = joins results of further samples. Rule as the data show it, unless noted: active = inhibition above about 30%; inconclusive = no clear call, values can overlap the other calls; inactive = below that. This is a subset; count on the stated rates, not on these rows.

Molecule	Y pestis TopoI	PriA SSB inh	PfHsp40 yeast	TcdB GH inh	3CLpro inhibitor	PrPC TRFRET	BoNT-A LC inh2	Anthrax LF inh2	Vc quorum ag
NC(=O)c1ccc(N2CCN(S(=O)(=O)c3ccccc3)CC2)c([N+](=O)[O-])c1	-3	-8	-1.7	2.3	-1	-9	0.9	3	i
O=C(NCc1nc2ccccc2[nH]1)C1=C[C@H](c2ccc(Br)cc2)C[C@H](OCc2ccc(CO)cc2)O1	27	3	2.0	-1.1	1	0	0.2	-5	0.0
CCOC(=O)C1(CCc2ccccc2)CCN(Cc2ccco2)CC1	24	6	-1.0	-0.4	1	0	-0.5	0	-0.3
COCC(C)OC(=O)c1c(N)n(CCCN2CCOCC2)c2nc3ccccc3nc12 (stereo not given)	0	2&-19	-0.3	0.7	3	-9	2.3	2	-0.5
COc1cc(C(=O)NC(C)c2ccccc2)ccc1OCC(=O)N1CCOCC1 (stereo not given)	4	8	0.0	0.0	nt	3	-4.4	-2	i
COCCOC(=O)C1=C(C)N(Cc2ccccc2)C(=O)NC1c1cccc(OC)c1OC (stereo not given)	20	-8	2.6	nt	-4	-1	0.6	-10	-0.2
O=Cc1cccn1-c1ccc(O)cc1	2	-5	0.4	3.9	7	-2	0.3	0	-0.3
COc1cccc(NS(=O)(=O)CC23CCC(CC2=O)C3(C)C)c1 (stereo not given)	-8	-4	1.0	nt	3	3	-0.3	-1	5.0
Cc1cccc(Nc2nc(-c3ccncc3)cs2)c1	-2	7	-0.4	0.6	-2	-5	0.7	-3	i
Clc1cccc(Cc2c(-c3cccc(Br)c3)nc3ccc(Cl)cn23)c1	nt	nt	nt	2.1	nt	4	-1.5	5	nt
CCN(CC(=O)Nc1c(F)cccc1F)C(=O)c1cccnc1SC	0	4	0.1	0.2	4	-3	-0.8	-1	i
O=C(Nc1ccc(F)cc1)C1CCCN(S(=O)(=O)c2ccc3[nH]c(=O)ccc3c2)C1 (stereo not given)	2	-9	-1.2	-1.8	-1	6	0.4	1	-0.4
CCOC(=O)c1cnn(C(=O)c2ccccc2)c1N	-3	-11	-0.6	0.6	1	-2	0.3	-2	-0.5
O=C(N/N=C/c1cccnc1)c1ccccc1	1	nt	-2.0	0.5	0	-9	-1.1	-2	i
CC(=O)OC1C(=O)N(Cc2ccccc2)C1c1ccc(C)cc1 (stereo not given)	13	-3	-0.2	1.9	nt	0	-2.2	5	0.2
CC1(C)C(=O)CC[C@]2(C)C3C(=O)C=C4[C@H]5C[C@@](C)(C(=O)O)CC[C@]5(C)CC[C@]4(C)[C@]3(C)CC[C@@H]12 (stereo not given in full)	2	0	0.2	1.4	nt	0	-0.1	-4	-1.2
COC(=O)c1ccc(CSc2nc3sc(C)c(C)c3c(=O)[nH]2)cc1	-3	-7	-0.7	-1.7	1	-5	-0.9	-4	0.4
CC1CCN(C(=O)c2[nH]cnc2C(=O)Nc2ccon2)CC1	2	-2	-0.1	1.9	nt	6	0.4	-6	i
CCOc1ccc(NC(=O)CN(C)C(=O)c2c(C)nn(Cc3ccccc3Cl)c2C)cc1OCC	15	-5	0.4	1.2	nt	3	-0.5	-8	i
Oc1ccc2ccccc2c1CNc1ccc2ccccc2c1	-38	0	3.2	2.7	nt	-3	0.2	2	i
CCN(C(=O)COC(=O)CCC(=O)c1cccs1)c1c(N)n(Cc2ccccc2)c(=O)[nH]c1=O	4	29	-2.0	0.2	nt	1	-2.8	-2	-0.8
Cc1cc2oc(=O)cc(CN3CCN(C/C=C/c4ccccc4)CC3)c2cc1O	-1	nt	-0.6	nt	3	-19	-3.5	-3	-0.2
COc1ccc(C(CCN2CCN(c3ccccc3)CC2)c2c(O)cc(OC)cc2OC)cc1 (stereo not given)	10	29	0.3	nt	nt	-3	-1.3	-8	-0.3
CC(=O)OCC(=O)N1N=C(c2ccc3ccccc3c2)CC1c1ccccc1 (stereo not given)	13	5	1.5	-0.1	2	-2	0.2	-1	-0.3
CCOc1ccc(Nc2ncnc3ccc([N+](=O)[O-])cc23)cc1	-21	-2	8.7	1.7	2	-59	-0.1	-5	-0.5
CN(CC(=O)N1CCCc2c1c(=O)oc1ccc(O)cc21)Cc1ccccc1	4	-13	0.1	nt	-2	-11	-3.9	0	i
NC(=S)N/N=C/c1coc2ccc(F)cc2c1=O	5	nt	nt	1.1	-1	8	-0.8	1	i
CC1(C)Cc2c(cnn2-c2ccc(F)cc2)C(NC(=O)c2ccco2)C1 (stereo not given)	-1	-1	0.1	0.2	-6	-1	0.2	-1	i
O=C(COc1ccc(NS(=O)(=O)c2ccc(F)cc2)cc1)N1CCOCC1	-3	2	-0.4	1.2	-3	2	0.0	4	0.1
O=C(NC1CCCCC1)C(c1ccco1)N(C(=O)c1csnn1)c1ccccc1 (stereo not given)	11	9	2.1	0.2	0	5	0.0	-9	-0.2

Retrieved by compound from the entries so far (3):
Molecule	Y pestis TopoI	PriA SSB inh	PfHsp40 yeast	TcdB GH inh	3CLpro inhibitor	PrPC TRFRET	BoNT-A LC inh2	Anthrax LF inh2	Vc quorum ag
CCN(C(=O)COC(=O)CCC(=O)c1cccs1)c1c(N)n(Cc2ccccc2)c(=O)[nH]c1=O	4	29	-2.0	0.2	nt	1	-2.8	-2	-0.8
COc1ccc(C(CCN2CCN(c3ccccc3)CC2)c2c(O)cc(OC)cc2OC)cc1 (stereo not given)	10	29	0.3	nt	nt	-3	-1.3	-8	-0.3
Cc1cc2oc(=O)cc(CN3CCN(C/C=C/c4ccccc4)CC3)c2cc1O	-1	nt	-0.6	nt	3	-19	-3.5	-3	-0.2

The list goes on.
Molecule	Y pestis TopoI	PriA SSB inh	PfHsp40 yeast	TcdB GH inh	3CLpro inhibitor	PrPC TRFRET	BoNT-A LC inh2	Anthrax LF inh2	Vc quorum ag
CCn1ncc([C@@H]2C[C@H]3CN(Cc4cccc(Cl)c4)C(=O)[C@]34CCCN24)c1C	0	-18	-0.3	1.3	2	-10	-1.3	-3	-0.3
CC/C(=C(/CC)c1ccc(O)cc1)c1ccc(O)cc1	-7	-4	107*	0.9	0	1	-1.0	-12	0.5
Cc1ccc(-c2nc3ncccc3o2)cc1NC(=S)NC(=O)c1ccco1	4	-1	0.8	1.3	3	1	-0.2	-2	-0.2
O=C(COC(=O)c1cc(Cl)ccc1Cl)NCCN1C(=O)CSC1=O	-8	0	0.4	1.4	1	4	0.1	2	-0.2
COc1ccc(C2=NOC(Cn3nc(C(=O)NCc4cccc(Br)c4)cc3-c3ccccc3)C2)cc1 (stereo not given)	24	-7	2.4	-0.4	nt	-5	-0.1	5	-0.6
CC(=O)N1CCC2(CC1)C(C#N)=C(N)Oc1n[nH]c(C)c12	2	-14	-0.2	nt	0	2	-0.8	-1	i
CCOC(=O)C1=CCC(C(C)(C)C)N(S(=O)(=O)c2ccc(C)cc2)C1 (stereo not given)	nt	nt	nt	1.4	nt	-2	0.6	-1	nt
Cc1nc2nc(C)n(-c3ccccc3)c2s1	0	-5	-1.1	nt	-6	-3	1.2	-3	i
Cc1cc([N+](=O)[O-])nn1CCCC(=O)NCc1ccccc1	-7	6	-0.7	nt	-2	-7	0.2	-2	i
CC1(C(=O)O)CCCN1C(=O)c1ccccc1OC(F)(F)F (stereo not given)	-7	nt	nt	2.0	nt	-3	0.4	4	4.5
O=C1CCCN1C(=O)CCC(=O)N1CCCC1=O	1	-5	0.2	nt	3	0	1.3	9	2.6
CC(=O)N(c1ccccc1)C1SC(=O)N(c2ccccc2)C1=O (stereo not given)	1	-7	-0.2	0.9	1	4	-0.6	-3	1.4
COc1ccc(CN2C(=O)CCC2(C)C(=O)NC2CCCCCC2)cc1 (stereo not given)	6	-3	0.1	nt	-2	-4	-1.9	-3	i
C/C(=N/O)c1ccc2c(c1)OCCOCCOc1cc(/C(C)=N/O)ccc1OCCOCCO2	14	nt	-0.6	nt	3	-3	0.5	2	-0.3
C[C@H](CO)N1C[C@H](C)[C@@H](CN(C)C(=O)Nc2ccccc2)Oc2cc(Br)ccc2S1(=O)=O	14	nt	nt	1.5&1.2	nt	-1	0.0	2	-0.7
O=C(CCCn1c(=S)[nH]c2ccsc2c1=O)Nc1ccc(F)cc1	-6	nt	nt	1.5	nt	3	0.1	1	-0.3
CC1=NN(C(=O)c2ccc(C)o2)C(O)(c2ccccc2)C1 (stereo not given)	0	-14	-0.6	0.8	-3	-3	0.8	1	-0.3
COc1ccc(S(=O)(=O)NCC(=O)N(CC(=O)NC(C)(C)C)Cc2cccs2)cc1	12	-15	0.2	1.0	2	-4	-0.6	-3	-0.3
COc1ccc(Cl)cc1N(CC(=O)Nc1ccccc1C(=O)N1CCOCC1)S(C)(=O)=O	10	1	-1.6	-1.8	1	5	3.5	1	-5.0
O=[N+]([O-])c1ccc(NC(=S)N2CCOCC2)cc1	-1	-1	-1.9	2.0	3	-2	0.0	1	-0.4

Shown with values under each structure: entries from further up
Every second line gives: Y pestis TopoI, PriA SSB inh, PfHsp40 yeast, TcdB GH inh, 3CLpro inhibitor, PrPC TRFRET, BoNT-A LC inh2, Anthrax LF inh2, Vc quorum ag
- O=C1CCCN1C(=O)CCC(=O)N1CCCC1=O
  1, -5, 0.2, nt, 3, 0, 1.3, 9, 2.6
- CC(=O)N(c1ccccc1)C1SC(=O)N(c2ccccc2)C1=O (stereo not given)
  1, -7, -0.2, 0.9, 1, 4, -0.6, -3, 1.4
- O=C(CCCn1c(=S)[nH]c2ccsc2c1=O)Nc1ccc(F)cc1
  -6, nt, nt, 1.5, nt, 3, 0.1, 1, -0.3

The list continues:
Molecule	Y pestis TopoI	PriA SSB inh	PfHsp40 yeast	TcdB GH inh	3CLpro inhibitor	PrPC TRFRET	BoNT-A LC inh2	Anthrax LF inh2	Vc quorum ag
O=C(c1ccc(F)cc1)C1CCN(C(=O)c2c(F)cccc2F)CC1	-12	-15	-0.2	0.4	-3	-6	-2.2	6	i
COc1ccc(-c2nc3c(Br)c(N)c(Br)cc3o2)cc1	0	-6	0.9	1.3	1	nt	-1.1	-2	-0.5
CCCSc1ccc([C@@H]2[C@@H]3C(=O)N(C)C(=O)[C@@H]3[C@]3(C(=O)OC)CCCCN23)cc1OC	32	5	1.8	0.9	nt	5	-0.9	-2	i
O=C(Nc1ccc(F)cc1)C1CCCN1S(=O)(=O)c1cccc2nsnc12 (stereo not given)	3	-5	0.1	0.4	1	-41	0.3	-1	-0.4
Cc1ccc(C(=O)OCC(=O)Nc2cc(S(=O)(=O)N3CCOCC3)ccc2C)cc1	17	2	-0.1	1.5	1	2	0.3	1	-0.4
O=C(C1CCOCC1)N1CCCC(N2CCN(c3cccc(C(F)(F)F)c3)CC2)C1 (stereo not given)	6	-11	1.0	0.8	-3	2	1.2	-2	-0.4
COCCOC(=O)N1CCCCC1c1cc(C(=O)NCc2ccc(Cl)c(Cl)c2)no1 (stereo not given)	16	nt	nt	1.3	nt	-8	-0.4	-5	-0.4
COc1ccc(-c2cc(-c3cc(C)ccc3O)[nH]n2)cc1	-13	-2	?	1.3	6	10	0.6	-1	-0.2
COc1ccc(-c2ccc(CCC(=O)O)n2-c2ccccc2OC)cc1	-19	3	-0.9	-1.1	-3	9	-2.0	-15	-0.6
C=CCC(CC=C)(NC(=O)c1cccc(C)c1)c1ccccc1	2	-9	1.1	-0.2	1	5	0.1	0	i
O=C(O)Cn1cnc2c(=S)nc[nH]c21	-1	-7	0.6	0.5	1	10	0.0	-2	-0.2
COc1cccc(-c2cc(C(=O)NCCCN3CCOCC3)no2)c1	6	-1	-0.4	-2.4	-1	-1	-1.3	7	-0.5
Cc1cccc(C)c1NC(=O)c1cc(-c2ccccn2)nc2ccccc12	-6	-9	-0.8	0.1	4	-12	-0.2	1	-0.7

Shown with each value named: part of the list above.
COCCOC(=O)N1CCCCC1c1cc(C(=O)NCc2ccc(Cl)c(Cl)c2)no1 (stereo not given)
  Y pestis TopoI = 16
  PriA SSB inh = nt
  PfHsp40 yeast = nt
  TcdB GH inh = 1.3
  3CLpro inhibitor = nt
  PrPC TRFRET = -8
  BoNT-A LC inh2 = -0.4
  Anthrax LF inh2 = -5
  Vc quorum ag = -0.4
COc1ccc(-c2cc(-c3cc(C)ccc3O)[nH]n2)cc1
  Y pestis TopoI = -13
  PriA SSB inh = -2
  PfHsp40 yeast = ?
  TcdB GH inh = 1.3
  3CLpro inhibitor = 6
  PrPC TRFRET = 10
  BoNT-A LC inh2 = 0.6
  Anthrax LF inh2 = -1
  Vc quorum ag = -0.2
